# Screens: PubChem BioAssay, National Center for Advancing Translational Sciences (NCATS)
# MBNL1 CUG block – qHTS Assay for Inhibitors of MBNL1-poly(CUG) RNA binding; TR-FRET MBNL1-His/biotin-(CUG)12 binding, 665/545 ratio; AID 2675, 2010; Potency, µM (titrated, usually from 57.5 µM), without a hit: top-dose activity change, negative = inhibition, usual class: inhibitors; 280,000 tested, 0.036% active; active = well fitted inhibition curve with a large enough effect in the signal ratio, with a control signal flat, not every such curve was filed as active; inconclusive = small, poorly fitted or top-dose-only effect, or effect the other way, or a change in a side signal; inactive = no such curve, though single readings can be large or run the other way; the % refers to the signal ratio; note: potency is the fitted concentration of half-maximal effect; % is set by controls: 0 for no effect and ±100 for the full control effect
# Target sequence (Q9NR56 whole entry, looked up): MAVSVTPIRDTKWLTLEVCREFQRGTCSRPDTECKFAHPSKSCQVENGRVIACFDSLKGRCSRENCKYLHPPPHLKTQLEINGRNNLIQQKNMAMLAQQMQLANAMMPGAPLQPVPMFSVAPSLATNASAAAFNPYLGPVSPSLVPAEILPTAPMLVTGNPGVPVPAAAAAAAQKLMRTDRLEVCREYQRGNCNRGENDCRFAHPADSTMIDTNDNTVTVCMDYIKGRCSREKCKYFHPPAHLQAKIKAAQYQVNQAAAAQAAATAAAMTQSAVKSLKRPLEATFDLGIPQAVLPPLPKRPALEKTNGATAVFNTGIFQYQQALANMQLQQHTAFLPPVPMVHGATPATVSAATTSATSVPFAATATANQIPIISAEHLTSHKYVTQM
#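 TR-FRET between His-tagged MBNL1 and biotin-(CUG)12 RNA, detected with Tb anti-His antibody (0.055 ng/ul) and streptavidin-XL665 (5 nM), 60 min at room temperature. Compounds titrated 92 nM to 58 uM; 665/545 nm ratio normalized to buffer and complex controls.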
# RORg inh – qHTS for inhibitors of ROR gamma transcriptional activity; 310,000 tested, 5.4% active; Potency, µM (series often up to 53.6 µM), for inactives: at the highest dose activity change, negative = inhibition, most hits filed as inhibitors; AID 2551, 2010; Nuclear receptor ROR-gamma (Mus musculus), P51450; Drosophila S2 Gal4-RORgamma UAS-luciferase reporter, 20 h; note: potency is the fitted concentration of half-maximal effect; % is set by controls: 0 for no effect and ±100 for the full control effect; nearly all actives have a fitted effect of over 60% in size
# Target sequence (P51450 whole entry, looked up, the tested form may be a part): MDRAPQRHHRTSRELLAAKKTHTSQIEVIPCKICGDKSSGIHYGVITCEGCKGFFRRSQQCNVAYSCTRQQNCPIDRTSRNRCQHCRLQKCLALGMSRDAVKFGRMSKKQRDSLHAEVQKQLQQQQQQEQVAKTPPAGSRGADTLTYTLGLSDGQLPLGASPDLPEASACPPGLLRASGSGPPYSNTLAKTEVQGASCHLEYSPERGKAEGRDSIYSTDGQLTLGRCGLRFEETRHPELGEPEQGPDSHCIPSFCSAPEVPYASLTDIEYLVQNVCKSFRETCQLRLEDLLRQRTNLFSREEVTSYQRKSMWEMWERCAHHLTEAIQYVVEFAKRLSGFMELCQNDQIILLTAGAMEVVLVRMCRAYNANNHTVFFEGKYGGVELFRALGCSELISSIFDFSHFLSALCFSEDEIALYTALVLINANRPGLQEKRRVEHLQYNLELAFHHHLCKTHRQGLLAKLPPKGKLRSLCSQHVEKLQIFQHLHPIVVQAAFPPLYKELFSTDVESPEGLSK
#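 Luciferase reporter read in Schneider cells carrying Gal4-RORγ (mouse) and UAS-Photinus luciferase; cells given compound 1 h before 700 uM copper sulfate induction, then incubated 20 h at ambient temperature.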
# NPC1 prom act – qHTS Assay for NPC1 Promoter Activators; Huh7 NPC1 promoter luciferase reporter, 24 h; Potency, µM (doses to about 9.22 µM), without a hit: at the top dose activation, most hits filed as activators; 320,000 tested, 2.4% active;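 note: potency is the fitted concentration of half-maximal effect; % of control where 0% means no effect; nearly all actives have a fitted effect of over 60% in size; reporter is driven by a mutant NPC1 promoter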
#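 Huh7 cells stably carrying NPC1 promoter–luciferase, plated in Opti-MEM with 10% FBS for 2 h, were exposed to compound in DMSO for 24 h at 37 °C; luciferase reagent was added for 10 min and luminescence read.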
# PKM2 act – qHTS Assay for Activators of Human Muscle isoform 2 Pyruvate Kinase. Pyruvate kinase PKM (Homo sapiens), P14618. purified PKM2, Kinase-Glo ATP luminescence, activation; response scale: 0% is enzyme alone, no compound. Potency, µM (doses to about 57.5 µM), inactives show at the highest dose activation, actives largely listed as activators. 260,000 tested, 0.34% active. AID 1631, 2009; note: potency is the fitted concentration of half-maximal effect; % is set by controls: 0 for no effect and ±100 for the full control effect; nearly all actives have a fitted effect of over 55% in size
#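 Purified hPK-M2 (>95% pure) converted ADP (0.1 mM final) to ATP with 0.5 mM PEP in 50 mM imidazole pH7.2, KCl, MgCl2, Tween 20, BSA; 1 h at room temperature. ATP detected by Kinase-Glo luminescence.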
# KCNH2 3.1 inh – qHTS for Inhibitors of KCHN2 3.1: Mutant qHTS; U2OS KCNH2 3.1, thallium flux FluxOr; stronger effect = lower value; activity change, % (tested at about 1.8 µM); 340,000 tested, 0.95% active; Potassium voltage-gated channel subfamily H member 2, brain isoform KCNH2 3.1 (human);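 active = maximum activity change below -70%; inconclusive = maximum activity change from -70% to -50%; inactive = maximum activity change above -50%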;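 note: thallium influx rate constant from kinetic fluorescence after stimulation buffer; % is set by controls: 0 for no effect and ±100 for the full control effect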
#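 We transduce U2OS cells with the mutant 3.1 virus, culture them overnight, load FluxOr with Red40 quencher for 45 min, then add stimulation buffer and read kinetically for 2 min to derive a normalized rate constant.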
# ELG1 DNA repair – qHTS screen for small molecules that inhibit ELG1-dependent DNA repair in human embryonic kidney (HEK293T) cells expressing luciferase-tagged ELG1; HEK293T ELG1-luciferase reporter, luminescence, 16 h; DNA damage induced by 5-fluorouridine; AID 504467, 2011; Potency, µM (highest dose often 46.1 µM), inactives show at the highest dose activity change, negative = inhibition, most hits filed as inhibitors; 330,000 tested, 2.3% active; note: potency is the fitted concentration of half-maximal effect; % is set by controls: 0 for no effect and ±100 for the full control effect; nearly all actives have a fitted effect of over 55% in size
#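 Luminescence from the luciferase reporter, measured 30 min after ONE-Glo reagent at room temperature, was the read-out. Beforehand, 2,000 cells per well were exposed for 16 hr at 37 °C to 5-fluorouridine together with compound or vehicle.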
# Menin-MLL TR inh – qHTS Assay for Inhibitors Targeting the Menin-MLL Interaction in MLL Related Leukemias: Competition With Texas Red Labeled MLL-derived Mutant Peptide | AID 1768, 2009 | 270,000 tested, 0.23% active | Potency, µM (top dose mostly 61.6 µM), inactives show at the top dose FP activity change, negative = inhibition, actives largely listed as inhibitors | Menin + Texas Red MLL mutant peptide, fluorescence polarization | O00255; active = well fitted inhibition curve with a large enough effect in the polarisation, with a control signal flat, not every such curve was filed as active; inconclusive = small, poorly fitted or top-dose-only effect, or effect the other way, or a change in a side signal; inactive = no such curve, though single readings can be large or run the other way; the % refers to the polarisation; note: potency is the fitted concentration of half-maximal effect; % of control where 0% means no effect; many of its hits are not listed in these tables
# Rab9 prom act – qHTS Assay for Rab9 Promoter Activators | Huh7 Rab9 promoter-luciferase reporter, luminescence, 24 h | Potency, µM (titrated, usually from 9.22 µM), without a hit: top-dose activation, negative = inhibition, most hits filed as activators | 320,000 tested, 2.8% active | AID 485297, 2010; note: potency is the fitted concentration of half-maximal effect; % of control where 0% means no effect; nearly all actives have a fitted effect of over 60% in size
#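 Huh7 cells stably carrying a Rab9 promoter-luciferase reporter, 1500 cells per well in OP-MEM I with 10% FBS, treated with compound 24 hours at 37C. Luciferase activity read by luminescence after 10 minutes with Amplite reagent.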
# Gal4-VP16 FLuc – VP16 counterscreen qHTS for inhibitors of ROR gamma transcriptional activity; Potency, µM (top dose mostly 53.6 µM), inactives show at the top dose activity, negative = inhibition, usual class: inhibitors; Drosophila S2 Gal4-VP16 UAS-luciferase, luminescence, 20 h; 310,000 tested, 3.5% active;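 note: Gal4-VP16 expression switched on by copper sulfate through the metallothionein promoter; potency is the fitted concentration of half-maximal effect; % is set by controls: 0 for no effect and ±100 for the full control effect; nearly all actives have a fitted effect of over 50% in size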
# FLuc modulator – qHTS profiling assay for firefly luciferase inhibitor/activator using purifed enzyme and Km concentrations of substrates (counterscreen for miR-21 project). Luciferin 4-monooxygenase (Photinus pyralis), P08659. purified FLuc, Km substrates, luminescence inhibition. Potency, µM (titrated, usually from 57.5 µM), for inactives: at the top dose activity change, negative = inhibition, hits mostly inhibitors. 360,000 tested, 6.9% active;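 note: potency is the fitted concentration of half-maximal effect; plate controls were vehicle for no effect and reference inhibitor for full effect; nearly all actives have a fitted effect of over 55% in size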
#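 Purified P. pyralis luciferase (10nM final) with 10uM D-luciferin and 10uM ATP (Km levels) in 50mM Tris acetate pH 7.5, 10mM Mg acetate, 0.01% Tween-20, 0.05% BSA; qHTS 6-point titration, ~60 µM downward; luminescence read.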
# Mito fusion yeast – qHTS Assay for Small Molecule Inhibitors of Mitochondrial Division or Activators of Mitochondrial Fusion. Potency, µM (top dose mostly 46.1 µM), inactives show at the highest dose growth rescue (activation), actives largely listed as activators. 320,000 tested, 0.23% active. AID 485298, 2010. S. cerevisiae fusion-defective mutant growth rescue, CellTiterGlo 48 h;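 note: potency is the fitted concentration of half-maximal effect; % of control where 0% means no effect; nearly all actives have a fitted effect of over 45% in size; temperature-sensitive fusion mutants such as fzo1-1 at 37 °C on non-fermentable ethanol glycerol medium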
#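 Luminescent cell viability in 1536-well qHTS format served as the measure of rescued growth in ts fusion-mutant S. cerevisiae cultured on non-fermentable YPEG for 48 hours at 37C.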
# * = called active by the depositor; ? = inconclusive; · = no result given; & = joins results of further samples; [ ] = remark or other dose. Unless noted, calls come from the whole dose curve; as a rule, active = well fitted curve in the direction sought with a large enough effect; inconclusive = small, poorly fitted or top-dose-only effect, or another doubt; inactive = no such curve, though single readings can be large; an effect the other way counts as inactive or inconclusive.
SMILES,MBNL1 CUG block,RORg inh,NPC1 prom act,PKM2 act,KCNH2 3.1 inh,ELG1 DNA repair,Menin-MLL TR inh,Rab9 prom act,Gal4-VP16 FLuc,FLuc modulator,Mito fusion yeast
CCN1CCN(c2ccc(S(=O)(=O)N3CCCCC3)cc2NC(=O)/C=C/c2ccc(F)cc2)CC1,·,·,1%,·,-13,?,·,-1%,·,0%,0%
COc1ccc(Cc2nnc(NC(=O)Cn3cnc4c3c(=O)n(C)c(=O)n4C)s2)cc1,4%,15%,-2%,-13%,-25,?,3%,-6%,-3%,2%,-4%
CCOc1ccc(NC(=O)N(C2CCCC2)C2CCN(C(C)=O)CC2)cc1,-19%,-6%,-3%,7%,-11,-10%,-2%,-3%,-1%[10 µM],-2%,-7%
O=c1c2c(nc3cc(-c4ccc(F)cc4)[nH]n13)CCCC2,-17%,8.9µM*,?,2%,-15,?,3%,0.45µM*,11µM*,1.5µM*,12%
O=c1c2cn[nH]c2nc(SCc2c(F)cccc2F)n1-c1ccc(Cl)cc1,-4%,9%,-1%,0%,4,-24%,-5%,3%,-1%,-5%&5%,-10%
COCc1c(CCl)cnc(C)c1O,4%,-1%,-2%,7%,17,3%,0%,4%,27%,17µM*,1%
Cc1cccc(OCC(O)Cn2c(N3CCCCC3)nc3c2c(=O)[nH]c(=O)n3C)c1 (stereo not given),2%,-6%,0%,·,12,-12%,-21%,-11%,-4%,0%,5%
Cc1ccc(NC(=O)CCc2ccc(C)o2)c(C)c1,-7%,0%,3%,·,11,7%,·,-3%,6%,-1%,29%
O=C(N/N=C/c1sc(N2CCOCC2)nc1-c1ccccc1)c1ccccc1O,·,2.2µM*,-1%,-4%,1,18µM*,?,-2%,2.8µM*,?,9%
CCOc1ccc(-c2nc(N)ncc2Oc2ccc(OC)cc2)c(O)c1,9%,?,0%,2%,4,0%,·,-2%,-2%,-4%,?
Cc1ccc2cc(CN(C(=O)c3ccncc3)C(C)C)c(=O)[nH]c2c1,13%,-6%,-4%,6%,8,-19%,0%,6%,-8%,0%,11%
O=C(COC(=O)/C=C/c1cccc(Br)c1)NCc1ccco1,·,·,-2%,·,3,0%,·,-5%,·,2%,0%
Cc1ccc(S(=O)(=O)N(CC(=O)N/N=C/c2ccco2)c2cc(Cl)cc(Cl)c2)cc1,·,?,-2%,-4%,-5,?,-4%,-4%,?,0%,-13%
CN1CCc2c(sc(NC(=O)Cc3ccc(F)cc3)c2C(N)=O)C1,-3%,-21%,0%,·,-15,15%,-8%,-4%,-6%,1%,1%
O=C(CS(=O)c1cccc(C(F)(F)F)c1)Nc1ccc(Cl)cc1Cl (stereo not given),-13%,-11%,0%,1%,-13,4%,14%,-6%,-12%,4%,?
O=C1CCCC2=C1C(c1ccccc1)n1c(s/c(=C/c3cccc(F)c3)c1=O)=N2 (stereo not given),4%,1%,-3%,2%,·,7%,3%,-4%,12%,1%,6%
Cc1ccccc1NC(=S)N(CCN1CCCCCC1)Cc1cccs1,-2%,10µM*,-2%,·,-16,-11%,0%,-3%,?,-1%,-1%
Cc1ccc(F)c([C@H]2[C@H]3C=CC[C@@H](C)[C@@H]3C(=O)N2Cc2ccccc2)c1,5%,?,2%,-5%,-15,1%,·,-4%,-15%,1%,-22%
CCOC(=O)c1sc(NC(=O)CSc2n[nH]c(-c3ccccc3)n2)c(C#N)c1C,10%,1.3µM*,5%,-10%,-3,?,?,2%,5.6µM*,?,?
COc1ccc(CN2C(=O)c3ccccc3C2OC)cc1 (stereo not given),12%,·,5%,3%,8,6%,-14%,5%,·,-3%,-3%

# The list goes on (4 carried over from the part before).
SMILES,MBNL1 CUG block,RORg inh,NPC1 prom act,PKM2 act,KCNH2 3.1 inh,ELG1 DNA repair,Menin-MLL TR inh,Rab9 prom act,Gal4-VP16 FLuc,FLuc modulator,Mito fusion yeast
Cc1ccccc1NC(=S)N(CCN1CCCCCC1)Cc1cccs1,-2%,10µM*,-2%,·,-16,-11%,0%,-3%,?,-1%,-1%
Cc1ccc(F)c([C@H]2[C@H]3C=CC[C@@H](C)[C@@H]3C(=O)N2Cc2ccccc2)c1,5%,?,2%,-5%,-15,1%,·,-4%,-15%,1%,-22%
CCOC(=O)c1sc(NC(=O)CSc2n[nH]c(-c3ccccc3)n2)c(C#N)c1C,10%,1.3µM*,5%,-10%,-3,?,?,2%,5.6µM*,?,?
COc1ccc(CN2C(=O)c3ccccc3C2OC)cc1 (stereo not given),12%,·,5%,3%,8,6%,-14%,5%,·,-3%,-3%
Cc1noc(C)c1CCC(=O)N1CCCC(CO)(Cc2ccccc2)C1 (stereo not given),4%,26%,?,·,18,?,0%,3.5µM*,-2%,19µM*,0%
CC[C@H](C)[C@@H](C(=O)N1CCNCC1)n1cc([C@@H](N)CC(C)C)nn1,9%,-26%,7%,1%,3,20%,0%,7%,-4%,-1%,-2%
CCOC(=O)N1CCN(C(c2ccc(C)cc2)c2sc3nc(C)nn3c2O)CC1 (stereo not given),4%,?,-2%,1%,-7,-6%,·,-2%,16%,1%,10%
O=c1c(Cl)c(N2CCN(c3ccc(F)cc3)CC2)cnn1-c1nc2ccccc2s1,-9%,?,29%,-10%,-20,?,7%,?,-8%,19µM*,0%
Cc1nc2ccccn2c1C(=O)NNS(=O)(=O)c1ccc(C(C)(C)C)cc1,-21%,17%,-12%,0%,-18,?,-7%,-12%,16µM*,?,-3%
Cc1ccc(NC(=O)Nc2ccc(Cl)cc2)c(Br)c1,-8%,25%,22%,10%,2,?,?,?,-9%,-21%,17%
Clc1ccc(-c2nn3c(-c4ccccc4)nnc3s2)cc1,21%,-4%,-21%,0%,3,0%,-6%,-9%,-14%,-2%,14%
O=C(Nc1ccc(N2CCOCC2)cc1)c1cccc2c(Br)cccc12,2%,-26%,-6%,·,-3,15%,40%[activator],0%,-23%,-3%,4%
Cc1ccc(-n2nnnc2CNC(=O)C2CC(=O)N(c3ccc(F)cc3)C2)cc1C (stereo not given),·,·,1%,·,0,-3%,·,3%,·,-1%,-1%
Cc1c(N=Cc2c(O)n(Cc3ccco3)c(=O)c3ccccc23)c(=O)n(-c2ccccc2)n1C,?,?,-5%&-2%,6%&14%,16,23µM*,?,-4%&-2%,0%&-3%,2%&0%,?
CN(C)CCN(Cc1ccccc1)S(=O)(=O)c1ccc(-c2ccc(=O)[nH]n2)s1,?,-7%,1%,·,-39,21%,-9%,-1%,-13%,3%,-7%
CC(=O)Nc1ccc(C(=O)CSc2nnc(Cn3nnc4ccccc43)n2C)cc1,-6%,-13%,8%,-5%,-6,4%,-4%,2%,8%,4%,-2%
O=C(O)c1ccc(NC(=O)c2cn(-c3ccccc3)nc2-c2ccc(F)cc2)cc1,7%,36%,22%,-2%,19,?,?,?,-4%,2.7µM*,-11%
COc1ccc2[nH]c(=O)c(CN(CC3CCCO3)S(=O)(=O)c3ccccc3F)cc2c1 (stereo not given),4%,21%,1%,·,-3,?,5%,2%,8%,-2%,5%

# The list is partial, so the mix of outcomes need not match the whole.
